Source: PubChem (several laboratories)
IMP-1 inh: blocks Pseudomonas aeruginosa IMP-1 metallo-beta-lactamase; purified IMP-1, nitrocefin hydrolysis, epi-absorbance fluorescence; inhibition, % at 5.6 µM; 290,000 tested, 0.45% active; AID 1556;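 active means inhibition above the mean plus 3 SD of all compounds in the same screening run, cut at about 4.5% in these data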;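 further: 0% = IMP-1 with DMSO and 100% = DMSO wells lacking enzyme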
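System: Purified IMP-1 | Read-out basis: Percent enzyme inhibition | Controls: IMP-1 with DMSO as 0%, enzyme-free DMSO as 100% | Replicates: One well per compound | Doses: 5.6 µM nominal single concentration | Detection: Epi-absorbance fluorescence, 480 nm excitation, 530 nm emission | Incubation: 25 °C, 15 min preincubation, 25 min reaction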
VIM-2 inhibitor: inhibitors of Pseudomonas aeruginosa VIM-2 metallo-beta-lactamase. purified VIM-2, nitrocefin hydrolysis, epi-absorbance fluorescence. inhibition, % at 5.6 µM. 290,000 tested, 0.89% active. AID 1527;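 active means inhibition above the mean of all tested compounds plus 3 SD, cutoff set per screening run, cut at about 7.5% in these data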;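 further: red hydrolysis product quenches plate fluorescence so inhibitors raise well fluorescence; 0% = enzyme with DMSO and 100% = DMSO without enzyme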
IDE act: IDE (human) activation, cell-based. 340,000 tested, 0.073% active. HEK cells, FAbeta-B cleavage, fluorescence polarization; 0% vehicle, 100% cell-free pure enzyme wells. activation, % at 5.96 µM. AID 493087;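 active means activation above the mean of all tested compounds plus 3 SD, set per screening campaign, cut at about 17% in these data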
pCIP destab: compounds decreasing mouse p/CIP protein stability | F442A p/CIP-EGFP cells, EGFP fluorescence, 16 h | 290,000 tested, 0.01% active | decrease of EGFP signal, % at 10 µM;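 active means EGFP signal decrease of at least 30% at 10 µM or well 3 SD below plate mean, unless failing retest; inactive means the rest, including hits failing retest or dose response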; further: some compounds called inactive have numbers as strong as hits; many of its hits are not listed in these tables
HCV NS3 hel inh: HCV NS3 helicase inhibition. AID 1800. 290,000 tested, 0.56% active. inhibition, % at 10.9 µM. NS3 helicase DNA unwinding, Cy5 molecular beacon fluorescence;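 active means inhibition above the mean of all tested compounds plus 3 SD, set per campaign, cut at about 35% in these data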;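 further: 0% = DMSO wells and 100% = thioflavine S control wells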
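Test system: hepatitis C virus NS3 helicase domain fragment enzyme. Also added: annealed dual-labelled DNA beacon duplex, ATP-started. Timing: 60 min unwinding reaction at 25 °C after ATP addition. Technique: Cy5 fluorescence. Measure: % inhibition of unwinding.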
SUMO HTRF inh: inhibitors of human SUMOylation (UBC9); P63279; HTRF SUMOylation assay, SAE1/SAE2 + UBC9, in vitro; inhibition, % at 35 µM; 290,000 tested, 0.36% active; AID 2006; in the data active means inhibition above about 50%, passing the limit was not always enough; further: strong numbers were not always called active
Target sequence (P63279 whole entry, looked up): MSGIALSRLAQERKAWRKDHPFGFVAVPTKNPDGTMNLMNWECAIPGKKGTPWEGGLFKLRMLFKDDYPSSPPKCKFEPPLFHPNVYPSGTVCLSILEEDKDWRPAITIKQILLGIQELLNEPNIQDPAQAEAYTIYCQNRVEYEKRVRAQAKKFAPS
IDE cell inh: cellular human IDE inhibition; inhibition, % at 5.59 µM; HEK cells, FAbetaB cleavage, fluorescence polarization; 320,000 tested, 0.41% active;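 active means percent inhibition above the average of all tested compounds plus 3 SD, set per screening campaign, cut at about 16% in these data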;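 further: IDE supplied by intact live HEK cells; FP after avidin binding of uncleaved biotin substrate so inhibition keeps polarization high; 0% = DMSO wells and 100% = 60 µM reference IDE inhibitor Ii1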
GalR3 antag: antagonists of human GalR3; 360,000 tested, 0.44% active; HEK293 GalR3-CNG cAMP membrane potential fluorescence; galR3 body fused to GalR1 C-terminus; O60755; AID 651719; inhibition, % at 3 µM;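 active means inhibition above the screen-wide average plus 3 SD, cut at about 13% in these data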;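 further: forskolin and galanin both at EC90 stimulate the cells; cAMP rise reported by CNG channel membrane potential dye signal; 0% = forskolin plus galanin with DMSO and 100% = forskolin alone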
Target sequence (O60755 1-299 limits assumed): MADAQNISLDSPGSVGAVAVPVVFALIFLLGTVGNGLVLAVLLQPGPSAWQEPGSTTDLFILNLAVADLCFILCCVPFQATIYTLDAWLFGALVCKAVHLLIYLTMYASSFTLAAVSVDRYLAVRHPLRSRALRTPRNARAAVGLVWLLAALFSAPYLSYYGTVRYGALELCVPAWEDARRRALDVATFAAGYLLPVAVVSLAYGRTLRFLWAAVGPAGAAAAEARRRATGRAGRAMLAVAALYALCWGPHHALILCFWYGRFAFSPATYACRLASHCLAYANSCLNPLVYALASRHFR
CRFBP-R2 block: blocks CRF-induced signaling of the CRF-BP/CRF-R2 complex. inhibition, % at 11.8 µM. 350,000 tested, 0.59% active. HEK293 CRF-R2/CRF-BP, CRF-induced calcium fluorescence;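 active means inhibition of the ligand-induced calcium signal above about 50% at the single tested concentration, limit read from the data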
* marks the source's active call; other numbers are inactive results; · = not tested or not shown.

SMILES	IMP-1 inh	VIM-2 inhibitor	IDE act	pCIP destab	HCV NS3 hel inh	SUMO HTRF inh	IDE cell inh	GalR3 antag	CRFBP-R2 block
COC(=O)c1ccccc1NC(=O)C(C)NS(=O)(=O)c1ccc(OC)cc1 (stereo unspecified)	-1.6	1.2	4	-6	-3	21	-6	-2	9
CCOC(=O)c1cc(-c2ccccc2)n(CCC(=O)N2CCN(c3ccccc3OC)CC2)c1C	-2.0	-0.9	-1	-15	-13	-22	7	-4	14
COC(=O)C1=C(C(=O)OC)[C@@H]2Nc3ccccc3[C@@]23C[C@@H](C(=O)OC)N(C(=O)c2cc(C)oc2C)C3=N1	·	·	4	·	·	·	5	-4	-5
CCN(CC(=O)Nc1ccccc1OC)C(=O)CN1C(=O)NC2(CCCC2)C1=O	·	·	-1	·	·	·	4	5	-2
O=C(O)/C(=C\c1ccc(Cl)cc1)c1ccc(S(=O)(=O)N2CCCC2)s1	·	·	-1	·	·	·	-3	-4	8
Cc1nnc(SCC(=O)N2CCC(c3noc4ccc(F)cc34)CC2)s1	-2.3	0.1	1	1	0	0	0	-2	12
CC1(C)CC2(CCO1)C(Nc1ccccc1)=NC(=S)N2c1ccccc1 (stereo unspecified)	-5.3	-3.4	·	-11	1	-13	-1	-2	24
NC(=O)CSc1nnnn1-c1ccc2c(c1)OCCO2	-3.0	-2.7	6	7	0	14	-1	-2	81*
Cc1nn(CC(=O)Nc2ccc(F)cc2)c(=O)c2ccccc12	-0.8	-2.7	1	-14	18	9	4	-10	-9
COC(=O)c1sc2ncccc2c1OCc1c(Cl)cccc1Cl	0.4	-3.1	3	-12	-7	10	5	-3	10
COC(=O)N(NC(=O)C(O)(CCC(C)C)CCC(C)C)c1ccccc1	-1.8	-1.5	3	1	10	-15	-2	-4	-30
CCCCOc1ccc(CSCCNC(=S)Nc2ccccc2)cc1	-1.1	-3.5	1	-9	-12	-26	0	-5	3
COc1cccc(CN2CC(C(=O)N(C)Cc3nc4ccc(F)cc4[nH]3)CCC2=O)c1 (stereo unspecified)	0.6	-2.1	-3	4	2	-8	4	1	-7
CC1(C)Cc2c(C#N)c(NCCCO)nc(-c3ccccc3)c2CO1	-2.5	0.0	5	-12	-4	20	2	4	9
CC(C)Oc1ccc(OCCn2c(S(=O)(=O)O)nc3c(N)ncnc32)cc1	-0.1	1.7	3	-6	-1	6	·	-11	3
CCOC(=O)c1ccccc1NC(=O)CSc1nc2[nH]ncc2c(=O)[nH]1	·	·	1	·	·	·	1	-3	0
Cc1nc(NC(=O)CSc2nnc(Cn3nnc4ccccc43)n2C)sc1C	-0.2	-1.5	2	-7	0	3	-6	-3	-4
Cn1c(C(N)=O)cnc1Sc1ncc(C(F)(F)F)cc1Cl	-0.5	-4.3	-8	-2	4	-2	6	0	18
O=C(c1cccc(S(=O)(=O)N2CCCC2)c1)N1CCOCC1	·	·	1	·	·	·	-1	-1	5
CC(C)C[C@@H](CO)N1CCN(C)CCC1=O	-2.3	-1.5	5	0	-20	-1	-3	0	-12
Cc1nnc(-c2cnn(-c3ccccc3)c2N)n1Cc1ccccc1	-2.2	-6.4	1	-16	3	19	-2	1	5
COc1ccccc1C(=O)COC(=O)Cc1ccccc1F	·	·	0	·	·	·	0	-4	0
COC1C(C)=C(C)C(=O)N1Cc1ccc(F)cc1 (stereo unspecified)	-4.9	-1.9	-5	-16	13	-3	2	-1	-4
Cc1cccc(C(=O)OCC(=O)NC(C)CCc2ccccc2)c1O (stereo unspecified)	-3.2	-2.2	6	4	-10	9	4	-5	-14
CCn1c(CNc2ccc(OC)cc2)nnc1SCC(=O)N1CCCc2ccccc21	-4.9	-4.4	-1	0	3	11	5	5	-7
Remaining list, next part.
SMILES	IMP-1 inh	VIM-2 inhibitor	IDE act	pCIP destab	HCV NS3 hel inh	SUMO HTRF inh	IDE cell inh	GalR3 antag	CRFBP-R2 block
COC(=O)COc1ccc(-c2ccccc2)cc1C=O	-0.3	0.8	-10	2	0	14	0	17*	33
CCOC(=O)c1c(N)sc(C(N)=O)c1C	-2.8	-0.2	6	0	6	-10	2	-1	2
COCC(=O)Nc1cc(Cl)c(OC)cc1OC	-2.5	-2.4	4	-16	0	4	-4	-6	1
COc1ccc(N2CCN(CC(O)COCc3ccccc3)CC2)cc1 (stereo unspecified)	-2.9	-3.8	4	-13	2	-5	6	-2	13
CN(C)CC(O)CN1C(=O)NC(C)(C)C1=O (stereo unspecified)	0.5	-1.7	2	-4	0	8	2	-4	-7
Cc1ccc(S(=O)(=O)Nc2cccc(C(=O)NCc3cccnc3)c2)cc1F	·	·	-3	·	·	·	9	-6	-2
O=C(c1cccs1)N1CCc2c([nH]c3ccccc23)C1c1ccc(Cl)cc1 (stereo unspecified)	-2.0	0.1	5	0	-5	-27	0	-8	-18
O=C(c1ccncc1)c1ccc(NC(=O)c2cccs2)cc1	-4.0	-0.7	-1	9	4	2	5	1	7
COc1ccc(-n2nc(C(=O)NCC(=O)NCc3ccco3)c3ccccc3c2=O)cc1	-3.6	-1.5	4	-2	8	-5	4	-3	0
O=C(Nc1nc(COc2ccccc2)cs1)C12CC3CC(CC(C3)C1)C2	-3.4	-2.5	-1	-2	-1	-17	3	-7	7
CC1Cc2ccccc2N1c1ncnc2c1nnn2Cc1ccccc1 (stereo unspecified)	-2.2	-0.2	3	-4	-1	18	1	-6	-31
O=C(COc1ccccc1Cl)NCCCN1CCOCC1	-0.1	0.4	0	-3	-14	7	3	-3	2
O=C(Nc1cccc(C(=O)O)c1)Nc1ccc2c(c1)OCO2	-1.5	-0.9	4	4	3	19	5	-3	43
CC1(C(=O)O)Sc2[nH]c(=O)sc2C2c3ccccc3OC(=O)C21 (stereo unspecified)	-1.5	-0.5	0	-13	2	-4	2	-2	27
CC(C)(C)c1ccc(Cc2n[nH]c(=S)[nH]c2=O)cc1	0.2	-2.7	4	-4	5	-2	5	-9	4
COc1ccc(C(=O)NCCOc2cccc(Oc3ccccc3)c2)cc1OC	·	·	4	·	·	·	4	-7	26
CCn1c(C)[n+](CCCS(=O)(=O)[O-])c2cc(Cl)c(Cl)cc21	1.2	-3.5	-3	-5	4	12	6	-1	-3
O=C(O)c1cccc(N2C(=O)/C(=C/c3ccc(SCc4ccc(Cl)cc4)o3)SC2=S)c1	1.2	0.0	0	-11	30	·	·	-6	-57
C=CCn1c(CSc2nnc(-c3ccccc3)n2C)n[nH]c1=S	-2.0	2.6	3	-1	14	0	11	-1	-4
CC(C)c1cc(C(=O)N2CCCC(N3CCN(c4ccc(F)cc4)CC3)C2)no1 (stereo unspecified)	-2.8	-1.9	-5	5	1	-9	-1	-5	-8
Cc1noc(C)c1COC(=O)C1CC(O)CN1S(=O)(=O)c1ccc(Cl)cc1 (stereo unspecified)	-0.7	-1.2	-4	-8	2	10	-3	-5	11
Cc1c(-c2cc(Br)ccc2O)nc2cc3c(cc2c1C)OCO3	-3.4	-0.1	6	-8	15	18	5	-6	6
O=C(COC(=O)CN1C(=O)C2CCCCC2C1=O)Nc1ccc(S(=O)(=O)N2CCOCC2)cc1 (stereo unspecified)	-1.7	-2.1	-1	-12	8	-2	1	-3	-10
CCOC(=O)c1cccc(NC(=O)CCc2nnc3ccc(N4CCN(C)CC4)nn23)c1	-2.6	-1.4	1	10	11	-4	0	0	-12
Cc1occc1C(=O)NC1CCCCCC1	-0.2	-2.3	-1	-10	8	17	10	0	-21

A run of entries from the list above, for reference:
SMILES	IMP-1 inh	VIM-2 inhibitor	IDE act	pCIP destab	HCV NS3 hel inh	SUMO HTRF inh	IDE cell inh	GalR3 antag	CRFBP-R2 block
CCOC(=O)c1cccc(NC(=O)CCc2nnc3ccc(N4CCN(C)CC4)nn23)c1	-2.6	-1.4	1	10	11	-4	0	0	-12
Cc1occc1C(=O)NC1CCCCCC1	-0.2	-2.3	-1	-10	8	17	10	0	-21

Continuation.
SMILES	IMP-1 inh	VIM-2 inhibitor	IDE act	pCIP destab	HCV NS3 hel inh	SUMO HTRF inh	IDE cell inh	GalR3 antag	CRFBP-R2 block
CCOc1ccc(C(CC(=O)O)NC(=O)C2c3ccccc3Oc3ccccc32)cc1 (stereo unspecified)	-3.8	-1.1	-1	4	5	20	3	-7	3
COc1ccc(S(=O)(=O)N2CCC(NC(=O)N3CCOCC3)CC2)cc1	-1.5	-2.5	-3	4	-2	8	-2	1	-12
CCCCC(=O)Nc1ccc2c(c1)nc(CCN1CCN(C)CC1)n2C	-3.5	-2.2	-5	5	4	7	8	-5	7
Cc1cc(Cl)ccc1OCC(O)CNCCc1ccc(S(N)(=O)=O)cc1 (stereo unspecified)	-0.5	0.8	2	4	-17	-12	-2	-15	-20
COc1ccc(CN2CCN(C3CCOCC3)CC2CCO)c(C)c1C (stereo unspecified)	0.8	1.7	0	-6	-14	6	1	-1	6
CN1CCN(CCCNC(=O)c2ccc(/C=C3\Sc4ccccc4N(Cc4ccc(F)cc4)C3=O)cc2)CC1	0.5	0.6	-4	-1	-74	15	·	-5	4
CCOC(=O)C1NC(=O)CC1c1ccccc1 (stereo unspecified)	-0.8	-2.4	4	6	2	19	5	4	33
O=C(CN1CCN(c2ccccn2)CC1)NC1CCCCC1	0.7	1.2	3	1	-2	33	-4	5	2
O=C(Nc1nc(-c2ccc(S(=O)(=O)N3CCCCCC3)cc2)cs1)c1cccs1	-0.9	-2.3	-2	2	-1	-98	-1	-2	-41
O=C(CSc1ccccc1)N1CCN(C(=O)c2ccco2)CC1	-0.1	-1.7	1	-4	0	1	4	-4	-7
O=C(Nn1cnnc1)c1ccc(Cl)c([N+](=O)[O-])c1	-2.3	-1.7	4	-16	0	13	1	-3	-3
CCCCOC(=O)CCn1c(=S)oc2ccccc21	-2.6	-2.4	1	-20	-4	20	-4	0	26
O=C(Nc1ccc(Cl)cc1N1CCOCC1)C1CCCO1 (stereo unspecified)	-2.2	-0.3	6	-3	1	-4	2	1	8
CCCn1nc(NC(=O)C2CCCO2)c2cc3cccc(C)c3nc21 (stereo unspecified)	-1.6	-1.1	·	6	-5	16	1	-7	-15
COc1ccc(N2CC(C(=O)N[C@@H](CC(C)C)C(=O)NC3CCCCC3)CC2=O)cc1 (stereo partly specified)	-5.7	-2.3	0	-6	-2	-3	5	1	0
CN1CCN(C(=O)/C(=C/c2ccc(F)cc2)NC(=O)c2ccccc2)CC1	-1.2	-0.1	5	-12	-2	-3	3	1	-2
Cc1ccc(S(=O)(=O)c2nc(-c3ccccc3F)oc2N2CC(C)OC(C)C2)cc1 (stereo unspecified)	-3.0	-0.8	-3	-11	-17	5	1	0	13
O=C(Nc1ccccc1)NN1CC(=O)N(c2ccc(Cl)cc2)CC1=O	-4.4	-2.1	-2	-4	-29	17	-1	0	-6

Record cards, as listed above. Order of values: IMP-1 inh	VIM-2 inhibitor	IDE act	pCIP destab	HCV NS3 hel inh	SUMO HTRF inh	IDE cell inh	GalR3 antag	CRFBP-R2 block
CCCn1nc(NC(=O)C2CCCO2)c2cc3cccc(C)c3nc21 (stereo unspecified) is listed as -1.6	-1.1	·	6	-5	16	1	-7	-15
CCOc1ccc(C(CC(=O)O)NC(=O)C2c3ccccc3Oc3ccccc32)cc1 (stereo unspecified) is listed as -3.8	-1.1	-1	4	5	20	3	-7	3
